HTT aggregate – mutant huntingtin aggregation inhibition; PC12 HttQ103-GFP aggregates, Acumen cytometry, 40 h; Potency, µM (highest dose often 46.1 µM), without a hit: at the highest dose activity change, negative = inhibition, usual class: inhibitors; 220,000 tested, 1.1% active; also: % is scaled to controls: 0 for no effect and ±100 for the full control effect; nearly all actives have a fitted effect of over 60% in size
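PC12 cells stably carrying ecdysone-inducible HTT exon 1 Q103–GFP were induced with tebufenozide (100 nM final) and treated with library compounds in titration. GFP aggregates in lysates were counted by laser scanning cytometry.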
GoLoco inh red – RGS12 GoLoco-Gai1 interaction inhibition. P63096. Gai1:RGS12 GoLoco peptide FP, rhodamine, 10 min. Potency, µM (doses to about 61.6 µM), without a hit: at the top dose activity, negative = inhibition, actives largely listed as inhibitors. 230,000 tested, 0.44% active. AID 880; active = well fitted inhibition curve with a large enough effect, not every such curve was filed as active; inactive = no such curve, though single readings can be large or run the other way; also: % is scaled to controls: 0 for no effect and ±100 for the full control effect; nearly all actives have a fitted effect of over 30% in size; many of its hits are not listed in these tables
Target sequence (P63096 whole entry, looked up): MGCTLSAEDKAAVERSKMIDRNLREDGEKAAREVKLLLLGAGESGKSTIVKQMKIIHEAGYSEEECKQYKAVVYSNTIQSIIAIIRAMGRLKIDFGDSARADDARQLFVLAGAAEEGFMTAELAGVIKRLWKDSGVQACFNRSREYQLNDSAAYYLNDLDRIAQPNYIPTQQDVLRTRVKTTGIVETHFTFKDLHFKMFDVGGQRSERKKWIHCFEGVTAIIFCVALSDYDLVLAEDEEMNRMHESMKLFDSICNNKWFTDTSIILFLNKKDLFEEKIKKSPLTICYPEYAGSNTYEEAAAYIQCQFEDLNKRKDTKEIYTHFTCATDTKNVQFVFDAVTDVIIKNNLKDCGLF
IMPase Li inh – membrane-permeable IMPase blocker, potentiated with lithium; Potency, µM (titrated, usually from 59.4 µM), for the others: at the top dose activity, negative = IMPase inhibition, actives largely listed as inhibitors; 210,000 tested, 0.35% active; CHO-M1 cells, IP1 TR-FRET (IP-One), carbachol + lithium;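 also: IP1 builds up when IMPase is blocked and the TR-FRET signal falls; plate controls were basal vehicle for no effect and high inhibitor control for full effect; nearly all actives have a fitted effect of over 50% in size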
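Concentration–response in CHO-M1 cells, lithium-potentiated; 30 min at 37C. IP1 detected by competitive TR-FRET after 10 min lysis at RT. Hill-fitted AC50.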
GAA inhib – alpha-glucosidase (human) inhibition; P10253; Potency, µM (top dose mostly 76.9 µM), inactives show at the highest dose activity change, negative = inhibition, hits mostly inhibitors; purified human GAA, 4-MU-alpha-glucoside fluorescence; 200,000 tested, 0.005% active;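 also: plate controls were uninhibited enzyme wells for no effect and no-enzyme background for full effect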
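qHTS format, compound range up to 77 uM. Human lysosomal enzyme at 4 nM, 400 uM 4-MU glucoside substrate, pH 5.0, 20 min room temperature; fluorescence after alkaline stop gives activity normalized to controls.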
aGlu spleen mod – inhibits or activates alpha-glucosidase in human spleen homogenate. human spleen homogenate, 4-MU-alpha-glucoside fluorescence. Potency, µM (doses to about 79.9 µM), inactives show top-dose activity change, negative = inhibition, hits mostly inhibitors. 240,000 tested, 0.006% active. AID 2112;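 also: 0% = enzyme with vehicle and -100% = no enzyme basal signal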
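Enzyme source: human spleen homogenate, 1 ug/well. Buffer 50 mM citric acid/K phosphate pH 5.0, 0.01% Tween-20. 4-MU-alpha-glucoside 1 mM; 37 C x 40 min; NaOH/glycine stop; fluorescence.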
HTT cytoprotect – protects HTT-Q103 PC12 cells, measured by ATP | PC12 HTT-Q103 induced, cytoprotection, ATP luminescence, 40 h | Potency, µM (series often up to 56.4 µM), for the others: cytoprotection (ATP increase), hits mostly activators | 230,000 tested, 0.14% active;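 also: % of control where 0% means no effect; nearly all actives have a fitted effect of over 45% in size; toxic huntingtin expression switched on by the ecdysone agonist tebufenozide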
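Huntington model: PC12 line, ecdysone-inducible HTTQ103 exon1–GFP, tebufenozide 100 nM. Test articles in a dose series. Endpoint luminescence from cellular ATP.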
GAA glycogen – alters human alpha-glucosidase cleavage of glycogen; P10253; recombinant GAA, glycogen substrate, Amplex Red glucose oxidase fluorescence; Potency, µM (series often up to 76.4 µM), inactives show at the top dose activity change, negative = inhibition, hits mostly inhibitors; 300,000 tested, 0.38% active; AID 2100;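 also: 0% = full enzyme reaction and -100% = no-enzyme basal signal; the screen sought inhibitors and activators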
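Recombinant enzyme (4 nM final) with compounds titrated up to 77 uM and bovine liver glycogen (30 ug) in citrate pH 5.0, 0.01% Tween-20, 37 C 40 min. Released glucose detected by Amplex Red/glucose oxidase (Ex 573/Em 610); AC50 from Hill fits.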
Numbers without * were called inactive; ? = inconclusive; · = not tested or not shown; & = joins results of further samples; ! = not confirmed by another sample; [ ] = remark or other dose. Unless noted, calls follow the shape of the dose curve; as a rule, active = well fitted curve in the direction sought with a large enough effect; inconclusive = small, poorly fitted or top-dose-only effect, or another doubt; inactive = no such curve, though single readings can be large; an effect the other way counts as inactive or inconclusive. Potency is read from the fitted curve at half-maximal effect. Some of the compounds tested; rates above refer to the full screens.

Second line of a record: aGlu spleen mod, IMPase Li inh, GoLoco inh red, HTT aggregate, HTT cytoprotect, GAA glycogen, GAA inhib
O=C(Cc1csc(Nc2nc(=S)[nH]c3ccccc23)n1)N1CCN(c2cccc(C(F)(F)F)c2)CC1
→ -3%, 5%, 5%, -1%, -12%, -2%, 4%
O=[N+]([O-])c1cccc(-c2ccc(SCc3cccnc3)nn2)c1
→ ·, -2%, 6%, -3%, -24%, 3%, 2%
c1cncc(-c2nc3ccccc3[nH]2)c1
→ 11%&-7%, 1%[38.3 µM], 7%&0%, -27%[9.22 µM], 4%[10 µM], 9%&0%, 0%
O=C(/C=C/c1ccc(Cl)cc1)NCc1ccncc1
→ -17%, 9%, -2%, 4%, -23%[10 µM], 5%, 6%
CCc1nc2ccccc2c(NC(=O)CN2CCC(C)CC2)c1C
→ 1%, ·, ·, 14%, -18%[10 µM], 13%, -13%
COc1cc(C(=O)N/N=C/C2CC=CCC2)cc(OC)c1OC (centres undefined)
→ -3%, -1%, 2%, -15%, -14%[10 µM], -25%, 5%
CCN(CC)S(=O)(=O)c1cccc(-c2nc3n(n2)Cc2ccccc2-3)c1
→ 5%, 7%[38.3 µM], 8%, -31%, -29%[10 µM], -2%, 5%
CN(C)N1C(N)=C(C#N)C(c2cccc3ccccc23)C2=C1CC(c1ccccc1)CC2=O (centres undefined)
→ 3%, 2%, 37%[activator], 23%, -12%[10 µM], ?, -9%
COc1ccc(COC(=O)c2nc3nc(C)cc(C)n3n2)cc1F
→ 3%, -20%[38.3 µM], -47%, 4%, 6%, 1%, -11%
COc1ccc(-c2cc([C@H]3[C@H]4C=CC[C@@H](C)[C@@H]4C(=O)N3Cc3ccccc3)ccc2F)cc1OC
→ -8%, ·, -5%, 20%[9.22 µM], -17%[10 µM], 8%, ·

Shown as comma-separated lines: three of the compounds above.
canonical_smiles,aGlu spleen mod,IMPase Li inh,GoLoco inh red,HTT aggregate,HTT cytoprotect,GAA glycogen,GAA inhib
O=[N+]([O-])c1cccc(-c2ccc(SCc3cccnc3)nn2)c1,·,-2%,6%,-3%,-24%,3%,2%
c1cncc(-c2nc3ccccc3[nH]2)c1,11%&-7%,1%[38.3 µM],7%&0%,-27%[9.22 µM],4%[10 µM],9%&0%,0%
O=C(/C=C/c1ccc(Cl)cc1)NCc1ccncc1,-17%,9%,-2%,4%,-23%[10 µM],5%,6%

The list goes on:
Second line of a record: aGlu spleen mod, IMPase Li inh, GoLoco inh red, HTT aggregate, HTT cytoprotect, GAA glycogen, GAA inhib
CCc1cc(-c2nc(N)ncc2-c2ccc(Br)cc2)c(O)cc1OC
→ -6%, ·, -16%, -21%[9.22 µM], 18%[10 µM], -4%, ·
O=C(Cc1coc2ccc3ccccc3c12)NCc1cccs1
→ -6%, ·, ·, 10%, -3%[10 µM], 14%, -2%
COc1ccc(S(=O)(=O)N2CCCN(CC(=O)Nc3cc(NC(C)=O)ccc3OC)CC2)cc1
→ -13%, 0%[38.3 µM], 1%, 2%, -2%, -6%, -9%
CCCc1cc(=O)n2[nH]c(NCc3ccccc3F)nc2n1
→ 1%, 14%[38.3 µM], 3%, -6%, -24%[0.074 µM], 0%, 4%
Cc1ccc(C(=O)NC(=S)/C=C2\N(C)c3ccccc3C2(C)C)cc1
→ -2%, 0%, 54%[activator], -26%, 12%[10 µM], ?, -2%
Cc1nc(N2CCN(C)CC2)[nH]c(=O)c1Cc1cccc2ccccc12
→ -2%, 4%[38.3 µM], -8%, -4%[9.22 µM], -10%[0.074 µM], -9%, -6%
COC(=O)[C@@H]1C[C@@]2(O)[C@@H](O)[C@@H](O)[C@@H](O)C[C@H]2N1CC(c1ccccc1)c1ccccc1
→ 16%&7%, -7%, -7%&-2%, -8%[9.22 µM], -18%, -7%, ·
O=C(O)CCCC(=O)Nc1nc(-c2ccccc2)cs1
→ 5%, -7%[38.3 µM], 9%, -9%[9.22 µM], -4%, -5%, 3%
COC(=O)c1c(NC(=O)c2cccnc2)sc(C(=O)N(C)C)c1C
→ -19%, -6%, -5%, 2%, 1.3µM*, -5%, 6%
Cc1cc(NC(=O)c2noc3c2CCc2ccccc2-3)n(-c2ccccc2)n1
→ -1%, 25%[38.3 µM], 0%, 12%, -2%, 2%, -2%
COc1ccc(CN(C(=S)Nc2ccccc2)C2CC(=O)N(c3ccc(Cl)cc3)C2=O)cc1 (centres undefined)
→ -2%, 8%[38.3 µM], 3%, 2%, -84%[inhibitor], -2%, -12%
COc1ccc(S(=O)(=O)NCc2cc(-c3ccccc3Cl)no2)cc1
→ -14%, 6%, 5%, -10%, 27%[10 µM], -4%, 4%
CC(=O)C1C(c2cn(-c3ccccc3)nc2-c2cccs2)NC(=O)NC1(O)C(F)(F)F (centres undefined)
→ -1%, -15%[38.3 µM], 2%, 9%, -8%, 1%, 5%
O=C(Nc1ccc2sc3ccccc3c(=O)c2c1)c1ccccc1Cl
→ -11%, 3%[38.3 µM], 10%, -4%, -14%, 7%, -3%
COc1ccc(Cc2nnc(N/N=C/c3ccc(C)o3)[nH]c2=O)cc1
→ -5%, 4%, -4%, -15%, -14%, 3%, -11%
COc1ccc2c(c1)SCC(=O)N2C
→ 4%, 8%, 2%, 6%, 0%[10 µM], -3%, 7%
Cc1cc2ncn(C(=O)N3CCCCCC3)c2cc1C
→ 3%, 17%, 10%, -8%, -13%[1.9 µM], 1%, -2%
CCNC(=S)N/N=C/c1cccs1
→ -15%, 43%[activator][38.3 µM], 0%, 15%, -54%[inhibitor][10 µM], 6%, -1%
CCOc1ccccc1CN1CCN(Cc2[nH]c3ccccc3c2C)CC1CCO (centres undefined)
→ -2%, 17%, 24%, 1%[9.22 µM], -9%[10 µM], -18%, 8%
COc1ccc(/C(O)=C2\C(=O)C(=O)N(CCN(C)C)C2c2cccc(OC)c2OC)cc1 (centres undefined)
→ -8%, -11%, 3%, -13%, 13%[10 µM], 7%, 5%
O=[N+]([O-])c1ccccc1S(=O)(=O)NC1CCCC1
→ 1%, 5%, 5%, -2%[9.22 µM], 8%[10 µM], -6%, 0%
Cc1ccc(S(=O)(=O)NC(=O)Nn2c(C)nnc2C)cc1
→ -13%, 20%[38.3 µM], 10%, -4%, 1%, -9%, 0%
CCN(CC)C(=O)Cn1cc(S(=O)(=O)CC(=O)Nc2ccc3c(c2)OCCO3)c2ccccc21
→ 4%, -5%, -1%, 10%, ?, -3%, 3%
O=C(O)COc1ccccc1/C=N/NC(=O)CSc1nc2ccccc2c(=O)n1-c1ccccc1
→ -4%, ·, 4%, 29%[9.22 µM], 35%[10 µM], 6%, ·
CCCC(c1nnnn1Cc1ccc(F)cc1)N1CCN(C2CCCCC2)CC1 (centres undefined)
→ -9%, 17%[38.3 µM], -10%, 3%, -8%, 22%, -18%
CCOc1ccc(-c2ncncc2-c2ccc(OC)cc2)c(O)c1
→ -8%, ·, ·, ?, -12%[0.074 µM], 5%, 0%
O=c1cc(-c2ccccc2)[nH]c2cc(F)ccc12
→ -11%, 5%, 4%, -6%, ·, 3%, 8%
CCOc1cc(C2/C(=C(/O)c3ccc(OC)cc3)C(=O)C(=O)N2CC2CCCO2)ccc1O (centres undefined)
→ 7%, ·, -1%, -6%[9.22 µM], 9%[10 µM], -11%, ·
CCN(CC)S(=O)(=O)c1ccc2c(c1)[nH]c(=S)n2CC
→ -12%, 8%, 16%, -14%, 7%, -5%, 0%
CCOc1ccc2c(=O)c(Oc3ccccc3OCC)coc2c1
→ -5%, 24%[38.3 µM], 15%, -15%, -4%, 0%, -7%
CCOc1ccccc1CNc1ccc(N2CCOCC2)c(C(=O)O)c1
→ -5%, ·, ·, -1%, -16%[0.074 µM], -13%, 5%
C=CCN1C(=O)/C(=c2\sc3nc(=O)c(Cc4ccccc4)nn3c2=O)c2ccccc21
→ -16%, ·, 11%, 17%[9.22 µM], 25%[10 µM], -3%, -4%
COc1cccc(-c2nnc(SC(C(=O)c3c[nH]c4ccccc34)c3ccccc3)n2C)c1 (centres undefined)
→ -2%, 4%, 9%, ?, ·, 4%, 5%
COc1ccc(/C=N/NC(=O)C2C3CCCCC32)cc1OC (centres undefined)
→ 1%, 13%, 3%, 24%, -20%, 2%, -2%
O=C(Nc1nc(-c2cccs2)cs1)c1ccc(S(=O)(=O)N2CCCCC2)cc1
→ -1%, 7%[38.3 µM], 60%[activator], 10%, 1%[10 µM], -6%, 1%
Cn1c(NCc2ccco2)nc2c1c(=O)n(Cc1ccc(Cl)c(Cl)c1)c(=O)n2C
→ 3%, 7%[38.3 µM], -1%, -5%, -25%, 0%, -5%
Cc1cc(CSc2ccccc2)ccc1NC(=O)c1ccc(Br)cc1
→ 1%, -4%, -3%, 5%, -8%[10 µM], 8%, 1%
COc1ccc(C(=O)N2CCC[C@@]3(CCN(C(=O)NC(C)C)C3)C2)cc1
→ -6%, 11%, 5%, ·, -40%[inhibitor], ·, ·
COc1cc2ccc(=O)oc2cc1O
→ ?, 10µM*!, 28µM*!, ·, 27%[1.9 µM], ·, ·
COc1ccc(NC(=O)c2ccccc2N(Cc2ccccc2)S(C)(=O)=O)cc1
→ -7%, 11%, 3%, -2%[9.22 µM], 10%[10 µM], 16%, -2%
CCOC(=O)Cc1cc(=O)c2cc(C)ccc2[nH]1
→ 7%, ·, 44%[activator], -10%[9.22 µM], 20%[10 µM], -3%, ·
O=C(CSc1nc2ccccc2[nH]1)Nc1nc(-c2ccc(Br)cc2)cs1
→ -13%, 14%, 5%, 1%, ·, 8%, ?
CN1CC(=O)N(CC(=O)Nc2ccc(SC(F)F)cc2)C1=O
→ -1%, 0%, 4%, 24%, -26%, 6%, 3%
COc1ccc(C(=O)NC(=S)N2CCN(C)CC2)cc1Br
→ -13%, 6%, 6%, 14%[9.22 µM], -14%, -11%, -4%
CCOc1ccc(N2C(=O)C3C(c4ccccc4)=NN(c4ccccc4)C3C2=O)cc1 (centres undefined)
→ 17%, -16%, -3%, 4%, ·, -2%, ?
CCCN(CCC)CCCNC(=O)c1cc2c(=O)[nH]c3ccccc3c2n1C
→ 3%, 4%, 4%, 15%, -23%, 4%, -3%
N#CCc1nc2n(n1)Cc1ccccc1-2
→ -7%, -16%[38.3 µM], -19%, 9%, -5%, 8%, 4%
COC(=O)CN1C(=O)Nc2ccc(Br)cc2C1c1ccccc1 (centres undefined)
→ -7%, 9%, 4%, 3%, -1%[10 µM], -4%, ?
CC(C)CNC(=O)C(=O)NNC(=O)c1ccco1
→ -1%, 4%, 5%, -17%[9.22 µM], 8%[10 µM], -9%, -1%
O=C(CCC1CCCN(Cc2ccc3c(c2)CCO3)C1)NCc1ccc(F)c(F)c1 (centres undefined)
→ -1%, 27%, 7%, 11%[9.22 µM], ?, 13%, -7%
CN1c2ccsc2/C(=N/Nc2ccccc2)CS1(=O)=O
→ 3%, 20%, 5%, -4%, 6%[10 µM], ?, ?

Compound activity (PubChem BioAssay)
